HMGR II inh = blocks class II HMG-CoA reductase of Enterococcus faecalis. purified E. faecalis HMGR, NADPH absorbance 340 nm kinetic. inhibition, % at 10 µM. 0.41% of 190,000 active;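 active = inhibition above a set limit, the median over all tested compounds plus 3 SD, cut at about 9.5% in these data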;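 also: enzyme runs in reverse so mevalonate oxidation gives rising NADPH absorbance; 0% = complete reaction with DMSO and 100% = background rate lacking mevalonate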
TNAP inh hiacc = blocks human TNAP under high phosphate acceptor concentration; P05186; purified TNAP, CDP-star luminescence, 1 M DEA; inhibition, % at 20 µM; 0.03% of 200,000 active; AID 1135;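 active = over 50% inhibition of tissue-nonspecific alkaline phosphatase at 20 µM in the single-dose screen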;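 also: plate controls were DMSO wells for no effect and EDTA-quenched wells as full inhibition for full effect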
Target sequence (P05186 whole entry, looked up): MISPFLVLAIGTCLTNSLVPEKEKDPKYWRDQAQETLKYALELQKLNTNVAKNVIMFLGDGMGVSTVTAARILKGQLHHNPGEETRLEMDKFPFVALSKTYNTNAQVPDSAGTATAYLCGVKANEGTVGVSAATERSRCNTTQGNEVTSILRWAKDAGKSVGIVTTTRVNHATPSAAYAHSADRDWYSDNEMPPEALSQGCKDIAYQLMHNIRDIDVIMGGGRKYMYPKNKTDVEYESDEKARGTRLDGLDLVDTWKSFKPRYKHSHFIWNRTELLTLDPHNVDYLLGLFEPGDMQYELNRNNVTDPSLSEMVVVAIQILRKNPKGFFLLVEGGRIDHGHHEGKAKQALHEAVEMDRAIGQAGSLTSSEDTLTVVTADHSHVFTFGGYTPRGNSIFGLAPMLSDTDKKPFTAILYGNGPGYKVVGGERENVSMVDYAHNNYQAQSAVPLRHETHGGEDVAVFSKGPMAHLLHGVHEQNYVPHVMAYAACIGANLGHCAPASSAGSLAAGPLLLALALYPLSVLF
Hsp70 activator = transcriptional activators of Hsp70. activation, % at 10 µM. HeLa Hsp70 promoter luciferase reporter, luminescence; scaled: vehicle 0, proteasome-inhibitor control 100%. 0.04% of 200,000 active;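 active = activation above the mean across all tested compounds plus 3 SD, cutoff set per campaign, cut at about 5.5% in these data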;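 also: 100% = MG132 at 30 µM as the positive control and 0% = DMSO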
PMI act satM6P = increases human PMI activity with near-saturating mannose 6-phosphate. P34949. coupled PMI enzyme assay, resazurin fluorescence, 20 min; active compounds read high; 1 = untreated enzyme, 0 = substrate-free blank. activation factor at 20 µM. 0.34% of 190,000 active;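 active = activation factor of 2 or more at 20 µM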
Target sequence (P34949 whole entry, looked up): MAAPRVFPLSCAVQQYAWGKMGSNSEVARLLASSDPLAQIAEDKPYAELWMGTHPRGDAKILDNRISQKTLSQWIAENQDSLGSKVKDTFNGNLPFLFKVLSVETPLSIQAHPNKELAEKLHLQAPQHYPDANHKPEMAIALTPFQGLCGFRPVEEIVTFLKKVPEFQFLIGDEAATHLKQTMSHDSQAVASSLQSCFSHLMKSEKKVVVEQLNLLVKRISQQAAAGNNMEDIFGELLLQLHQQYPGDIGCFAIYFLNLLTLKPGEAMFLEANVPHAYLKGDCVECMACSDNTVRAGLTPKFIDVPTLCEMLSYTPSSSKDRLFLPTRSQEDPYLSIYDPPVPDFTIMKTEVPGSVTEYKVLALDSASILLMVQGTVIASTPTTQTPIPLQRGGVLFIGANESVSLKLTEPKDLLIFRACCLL
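Technique: Diaphorase-driven resazurin-to-resorufin fluorescence, excitation 544, emission 590 nm | Assay system: Human PMI in coupled enzyme assay | Times: Enzyme reaction with compound 20 min at room temperature | Medium: HEPES-buffered pH 7.4 with magnesium and detergent | Reagent: Mannose-6-phosphate 1.0 mM (near-saturating) plus 0.22 mM NADP+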
Redox H2O2 prof = compounds producing H2O2 with reducing agent – biochemical, NIH compound library profiling, artefact control for MLSCN library redox annotation, primary screen; activation, % at 10 µM; DTT-dependent redox cycling H2O2, phenol red/HRP absorbance; 100% = 100 µM peroxide control, 0% = buffer; 0.03% of 200,000 active;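 active = activation of at least 50% relative to the plate's high and low controls in the primary single-dose screen; inactive = activation below 50%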;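 also: compound incubated with DTT at 0.8 mM final as the reducing agent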
S1P3 antagonist = blocks the human S1P3 receptor; Q99500; 0.27% of 170,000 active; AID 485; CHO S1P3 NFAT-BLA reporter, FRET fluorescence, antagonist mode; inhibition, % at 4.98 µM;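 active = inhibition above the plate cutoff, the mean inhibition of test wells on that plate plus 3 SD, cut at about 28% in these data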;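 also: cells challenged with S1P at its EC80 of 0.8 µM; blue over green emission ratio from cleaved BLA substrate after 4 h stimulation; 0% = S1P-stimulated wells and 100% = unstimulated DMSO-only wells; some compounds past the cut are filed as inactive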
Lmaj promast = inhibitors of Leishmania major promastigote growth; Leishmania major promastigotes, resazurin fluorescence viability; 9% of 200,000 active; AID 1063; inhibition, % at 10 µM; in the data active = inhibition above about 50%;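 also: promastigotes grown with compound for 44 hours at 28 °C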
RAM network inh = blocks the yeast RAM network; S. cerevisiae dse1pr::URA3 reporter, 5-FOA growth OD615, 2 d; analog-sensitive cbk1-as2 kinase mutant strain; inhibition, % at 50 µM; 1.8% of 190,000 active; AID 868;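 active = inhibition above a set limit, 3 SD over mean compound inhibition, cut at about 8.4% in these data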;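 also: 0% = DMSO-only wells with no growth and 100% = 10 µM 1-NA-PP1 full growth; inhibition rescues growth on 5-FOA so higher OD means more RAM inhibition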
PMI activator = phosphomannose isomerase (human) activation | 0.005% of 190,000 active | activation factor at 20 µM | P34949 | AID 1214 | purified human PMI, coupled resazurin fluorescence, 20 min; active compounds read high; 1 = vehicle control, 0 substrate-free wells;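 active = activation factor of 2 or more at 20 µM, relative to plate controls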
TNAP inh noacc = TNAP (human) inhibition, acceptor-free conditions. P05186. purified TNAP, CDP-star luminescence, 30 min. inhibition, % at 20 µM. 0.26% of 200,000 active;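 active = tissue-nonspecific alkaline phosphatase inhibition above about 50% at 20 µM in the single-dose screen, limit read from the data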;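 also: 0% = DMSO negative control and 100% = EDTA positive control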
Numbers without * were called inactive; nt = no result given.

Order of results – PMI activator, PMI act satM6P, S1P3 antagonist, RAM network inh, TNAP inh hiacc, HMGR II inh, Hsp70 activator, Lmaj promast, Redox H2O2 prof, TNAP inh noacc
> Cc1c(NC(=O)C(C)N2C(=O)NC3(CCC(C)CC3)C2=O)c(=O)n(-c2ccccc2)n1C (centres undefined)
  1, 0.9, -15, 1.6, 2, 3, -0.1, 1, -1.2, -2
> Cc1ccc(-c2nnc(-n3nc(C)cc3C)c3ccccc23)cc1
  1, 1.1, 13, 0.0, 1, -12, -0.5, 3, 0.5, -6
> CCOc1ncccc1C(=O)OCC(=O)Nc1ccc(C)c(S(=O)(=O)N(C)C)c1
  1, 0.9, -3, -1.8, -3, -5, 0.2, 8, -1.6, -5
> COC(=O)c1ccc(/C=C/c2ccc3cccc(OC(C)=O)c3n2)cc1
  0.9, 0.9, -2, -0.2, 9, -3, -0.4, 4, 0.4, -3
> CC(=O)Nc1ccc(-n2nnnc2SCC(=O)N2CCN(C(=O)c3ccco3)CC2)cc1
  1, 1, nt, 0.3, 0, -12, -0.3, -4, 1.9, -4
> COc1cc(N(C(=O)Cc2cccs2)C(C(=O)NC2CCCCC2)c2cccc(OC)c2OC)ccc1-n1cnnn1 (centres undefined)
  0.8, 0.9, 2, 3.6, -4, -5, -0.2, -2, -0.4, -15
> CCCC(=NCC(=O)O)C1=C(O)C(C(=O)OC)C(C)(C)CC1=O (centres undefined)
  1, 1, 14, -0.2, 0, -3, -0.4, -3, -0.1, -6
> O=C(NC1CCCC1)C(c1ccncc1)N(Cc1ccccc1)C(=O)c1ccc(-c2ccccc2)[nH]1 (centres undefined)
  0.8, 1, 2, 1.8, 1, 0, -0.2, 97*, 0.0, -8
> CCCCCCC(c1c(C)n(C)n(-c2ccccc2)c1=O)c1c(C)n(C)n(-c2ccccc2)c1=O
  1, 1.1, -42, 0.1, -2, -3, -0.1, 20, 2.5, -6
> CC(=O)N(Cc1ccco1)c1nc(C(=O)Nc2ccc(Cl)cc2)c(C)s1
  0.7, 0.8, 0, 4.9, 0, -1, 0.2, -5, -0.8, -44
> O=C(Nc1cccc2ncccc12)c1cccc(F)c1
  0.9, 0.9, nt, 1.3, 0, 0, -0.1, -5, -4.1, -4
> CC(C)CC(c1nnnn1C(C)(C)C)N1CCN(C2CCCC2)CC1 (centres undefined)
  1, 1, -19, -0.1, -1, -3, 0.1, 7, 2.3, -1
> O=C1C(c2ccc(F)cc2)N(Cc2ccc3c(c2)OCO3)C(=O)CN1C1CCCCC1 (centres undefined)
  1, 0.9, nt, 2.1, -4, -4, -0.4, 28, 1.7, -6
> O=C(CSc1ncn[nH]1)Nc1ccc([N+](=O)[O-])cc1Br
  1.1, 1, 3, 0.5, -5, -1, -0.1, -7, -0.2, 0
> COC(=O)CN(c1ccccc1)S(=O)(=O)c1cc(Br)ccc1OC
  0.9, 0.9, -22, 1.9, -1, 1, 2.0, 10, -0.1, 0

Order of results – PMI activator, PMI act satM6P, S1P3 antagonist, RAM network inh, TNAP inh hiacc, HMGR II inh, Hsp70 activator, Lmaj promast, Redox H2O2 prof, TNAP inh noacc
> CN(C)c1ccc(C(=S)N2CCN(C(=S)Nc3ccccc3)CC2)cc1
  nt, nt, 7, 7.8, -5, 1, -0.4, -2, 0.1, -10
> Cc1ccc(S(=O)(=O)n2nc(OC(=O)c3ccco3)cc2N)cc1
  nt, nt, -8, 2.2, nt, -2, -0.2, -6, -0.3, nt
> Cn1c(NC(=O)c2ccco2)c(-c2ccccc2)c(=O)c2ccccc21
  1.1, 1, -19, 2.4, -6, 0, -0.2, 3, 1.3, -10
> Cc1nnc(SC(C)C(=O)Nc2c(C)n(C)n(-c3ccccc3)c2=O)n1N (centres undefined)
  0.7, 0.7, 0, 2.5, -4, 1, -0.1, 1, -0.1, -2
> S=C(NCc1ccco1)N1CCN(c2nc(-c3ccc(Cl)cc3)cs2)CC1
  0.9, 0.9, -1, 2.0, 0, -1, -0.3, -4, -0.2, -2
> O=C(c1ccc(Cl)cc1)c1cnc(Nc2ccccc2Cl)s1
  0.9, 0.9, nt, 5.7, 7, 2, 0.1, 0, 10, 0
> O=C(Cc1ccccc1)N1CCN(S(=O)(=O)c2ccc([N+](=O)[O-])cc2)CC1
  1, 1, 1, -0.1, -4, 4, -0.4, 5, -0.1, -4
> COC(=O)c1ccc(NC(=O)Nc2ccc(OC)c(OC)c2)cc1
  0.9, 0.9, -4, 3.8, -3, -7, -0.1, 5, 2.4, -8
> CCNS(=O)(=O)c1ccc(-c2ccc(-n3cnnn3)cc2)cc1
  1.1, 1, -5, 8.0, -2, -4, -0.1, 2, -0.3, 8
> COc1ccc(CCN2C(=O)CC(Nc3ccc(N4CCOCC4)cc3)C2=O)cc1OC (centres undefined)
  0.9, 1, 6, 5.3, 4, 1, -0.4, 0, -4.6, -6
> CCOC(=O)c1ccc(NC(=O)CCc2nc(-c3ccccc3Cl)no2)cc1
  0.8, 0.8, -6, 7.6, -2, 1, -0.1, 4, -2.7, -7
> CC(C)(CNC(=O)c1cccs1)CNC(=O)c1cccs1
  1.1, 1.1, -37, 0.4, -5, -5, 0.1, 17, 0.0, -11
> COc1cc(OC)c(C(=O)COc2ncnc3ccccc23)c(OC)c1
  1, 0.9, -4, 1.7, -2, -4, 0.6, 0, 0.0, -11
> O=C(O)CN1C(=O)C2C3CC(C2C1=O)C1C(c2ccccc2)c2sc(=O)[nH]c2SC31 (centres undefined)
  1, 1, -5, 0.9, 0, 5, -0.2, -9, -0.1, -7
> CC1SC(C)C(=O)N(CC(=O)Nc2ccc([N+](=O)[O-])cc2)C1=O (centres undefined)
  1, 1, 6, 0.4, -2, -5, -0.2, -7, 0.6, -9

Order of results – PMI activator, PMI act satM6P, S1P3 antagonist, RAM network inh, TNAP inh hiacc, HMGR II inh, Hsp70 activator, Lmaj promast, Redox H2O2 prof, TNAP inh noacc
> CCN(CC)S(=O)(=O)c1cc([N+](=O)[O-])ccc1NNC(=O)Nc1ccc(Cl)c(Cl)c1
  0.9, 1, nt, 1.1, 6, 0, -0.3, 100*, 3.6, -5
> O=C(COC(=O)c1ccccc1-c1nc2ccccc2s1)Nc1ccccc1C(F)(F)F
  0.9, 1, -12, 15*, 0, -5, -0.4, 13, 0.6, 0
> Cc1ccnc(NC(=O)C(C)n2cc([N+](=O)[O-])cn2)c1 (centres undefined)
  1.2, 1.1, -10, 0.0, -2, 3, -0.4, -6, -0.7, 1
> CCCCSc1nc(C)c(C(C)=O)cc1C#N
  0.9, 0.9, -38, 10*, -1, -1, 0.1, -6, -0.7, -6
> Cc1noc(C)c1CSc1nc2ccccc2n1C
  1, 1, -33, 0.0, -8, -3, -0.2, -1, -0.2, -15
> CN(Cc1ccccc1)S(=O)(=O)c1ccc2c(c1)NC(=O)CC(=O)N2
  0.9, 0.9, -8, 1.2, -3, 5, -0.1, 6, -0.3, -13
> CC(C)C(NC(=O)c1ccccc1)C(=O)OCc1cc([N+](=O)[O-])cc2c1OCOC2 (centres undefined)
  1, 1, -8, 1.4, 1, -11, -0.5, 4, 0.5, -10
> CCOc1ncccc1C(=O)OCC(=O)Nc1ncc(C(F)(F)F)cc1Cl
  1, 1, 2, 1.8, -2, 2, -0.1, -4, -4.0, -13
> Cc1ccccc1CSCCNC(=O)CN(c1ccc2c(c1)OCO2)S(C)(=O)=O
  0.9, 1, -38, 0.7, 3, -2, -0.2, 13, 2.0, -5
> O=C(Nc1ccc(Br)cc1)c1cccc(NC(=O)C2C3CC4OC(=O)C2C4C3)c1 (centres undefined)
  0.9, 0.9, nt, 0.4, -4, 0, 0.0, -6, 0.0, -9
> COc1cc(N=c2ssnc2Cl)cc(OC)c1
  0.4, 0.7, 8, -1.3, -2, 3, 0.6, 6, 2.4, -17
> COc1ccccc1OCc1ccc(C(=O)N2CCN3CCCC3C2)cc1 (centres undefined)
  0.9, 1, nt, 0.9, -5, 2, -0.2, 5, 1.7, -11
> CC(CN(C)Cc1ccccc1)OC(=O)C1COc2ccccc2O1 (centres undefined)
  0.9, 0.9, -16, 0.9, -4, -1, -0.1, -5, -0.8, -10
> CC1(C)Cc2c(C#N)c(N)n(-c3ccccc3)c(=O)c2CO1
  1, 1, 5, 1.9, -8, 5, 0.0, -3, -0.1, 7
> CSc1nc(-c2ccccc2)nc(N2CCOCC2)c1C(C)=O
  1, 1, 3, 2.5, -6, 2, -0.1, -1, -0.2, -11

Order of results – PMI activator, PMI act satM6P, S1P3 antagonist, RAM network inh, TNAP inh hiacc, HMGR II inh, Hsp70 activator, Lmaj promast, Redox H2O2 prof, TNAP inh noacc
> C1=CC2c3ccccc3NC(c3ccncc3)C2C1 (centres undefined)
  1.1, 1.1, 15, 2.1, 4, -5, -0.5, 5, 0.0, -4
> Cc1ccc(C(=O)CSc2nnc(C)s2)cc1
  1, 1, -6, 2.4, 3, 3, -0.3, -10, -0.2, -10
> CC(C)CCc1noc(CN2CCN(c3ccc(Cl)cn3)CC2)n1
  0.9, 0.9, -12, -1.0, 0, 0, 0.3, -3, -1.2, 0
> O=C(c1cc2ccccc2o1)c1nc2c(n1O)CCCCC2
  0.9, 0.9, -16, -1.2, 1, 1, 0.1, -8, 0.6, -4
> COC(=O)/C=C/S(=O)(=O)c1ccc(NC(C)=O)cc1
  1.1, 1, -12, 0.5, -4, -6, -0.5, -8, -0.3, -4
> c1ccc(CNc2ncnc3sc4c(c23)CCCC4)nc1
  1, 1, -8, 3.4, -1, 0, -0.4, 10, -0.4, -4
> Cc1ccc(CNC(=S)Nc2ccc(OC(F)F)cc2C)cc1
  1, 1.1, 5, 2.3, -6, -1, -0.2, 14, 0.1, -2
> COc1ccccc1C1CCCN1Cc1nc(-c2cc3c(cc2Cl)OCO3)oc1C (centres undefined)
  0.9, 0.9, -17, 2.1, -6, -1, -0.3, 41, 0.1, -7
> O=C1[C@@H]2Cc3c([nH]c4ccccc34)[C@@H](c3ccccc3)N2C(=O)[C@@H]2Cc3c([nH]c4ccccc34)[C@@H](c3ccccc3)N12
  1.2, 1.1, -28, 2.3, -9, 0, -0.3, 76*, 0.4, -6

Screening results as filed in PubChem BioAssay.
